D1 potentiator – human D1 dopamine receptor positive modulation | HEK293 TREx D1 cells, calcium flux, dopamine EC20 potentiation | P21728 | 360,000 tested, 0.036% active | potentiation, % at 10 µM; in the data active means potentiation above about 30%; further: 0% is about no effect
D2 potentiator – positive allosteric modulators of human D2 dopamine receptor; P14416; HEK293 T-REx D2, calcium flux, EC20 dopamine potentiation; potentiation, % at 10 µM; 340,000 tested, 0.34% active; AID 485347;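 active means potentiation over 3 SD above the plate norm, cut at about 30% in these data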; further: 0% is about no effect
Target sequence (P14416 whole entry, looked up): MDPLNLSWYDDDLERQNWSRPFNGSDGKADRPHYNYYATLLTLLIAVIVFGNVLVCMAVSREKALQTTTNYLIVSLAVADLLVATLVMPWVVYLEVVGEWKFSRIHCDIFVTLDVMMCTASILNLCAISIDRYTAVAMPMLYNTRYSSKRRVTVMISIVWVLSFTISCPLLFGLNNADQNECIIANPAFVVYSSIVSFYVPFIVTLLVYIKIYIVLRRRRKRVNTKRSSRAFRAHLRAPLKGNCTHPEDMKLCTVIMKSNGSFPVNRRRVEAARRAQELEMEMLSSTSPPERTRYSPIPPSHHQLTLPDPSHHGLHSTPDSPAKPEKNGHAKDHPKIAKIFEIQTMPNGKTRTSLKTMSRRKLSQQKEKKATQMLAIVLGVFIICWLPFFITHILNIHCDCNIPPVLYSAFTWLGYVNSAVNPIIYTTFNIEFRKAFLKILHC
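Tetracycline-induced HEK293 T-REx cells force-coupled to calcium signalling expressed D2; compounds were pin-added after a 10 s baseline, read kinetically 180 s, then an EC20 dopamine challenge followed with a further 180 s calcium read.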
D2 ag – D2 dopamine receptor (human) agonism; AID 485358; activation, % at 2 µM; HEK293 T-REx D2 cells, calcium flux agonist mode; 340,000 tested, 0.53% active; P14416;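 active means activation over 3 SD above normal in the single-dose calcium agonist read, cut at about 30% in these data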; further: 0% is about no effect
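Agonism scored from kinetic calcium signal (1 read/sec, 180 s) following compound pin transfer, after a 10 s baseline. Cells: HEK293 Trex line expressing inducible D2 receptor coupled to calcium, dye-loaded after overnight culture at 30 C.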
D2 antag – antagonists of human D2 dopamine receptor | AID 485344 | HEK293 TREx D2 cells, calcium flux, dopamine EC80 | inhibition, % at 10 µM | 340,000 tested, 2% active | P14416; in the data active means inhibition above about 30%; further: 0% is about no effect
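Tetracycline-induced HEK293 T-REx cells expressing D2 force-coupled to calcium signalling were dye-loaded, exposed to compound for 180 s, then challenged with an EC80 of dopamine; calcium flux was followed kinetically for a further 180 s.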
D1 antagonist – antagonists of human D1 dopamine receptor; P21728; HEK293 TREx D1 cells, calcium flux, dopamine EC80; hits give low values; activity change, negative = inhibition, % at 10 µM; 360,000 tested, 3.2% active; AID 504652; in the data active means activity change below about -30%; further: on the % scale 0 is the no-effect control and ±100 the full control effect
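Cells carrying a force-coupled, tetracycline-inducible human D1 receptor report calcium flux. Each well gets a 10 s baseline, compound with 180 s monitoring, then an EC80 dopamine stimulus with a second 180 s kinetic read.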
TRHR enhancer – allosterically enhances the human TRH receptor; P34981; enhancement, % at 2 µM; 360,000 tested, 0.66% active; TRHR cells, fluo-8 calcium fluorescence, EC20 TRH enhancement; in the data active means enhancement above about 30%; further: 0% is about no effect
Target sequence (P34981 whole entry, looked up): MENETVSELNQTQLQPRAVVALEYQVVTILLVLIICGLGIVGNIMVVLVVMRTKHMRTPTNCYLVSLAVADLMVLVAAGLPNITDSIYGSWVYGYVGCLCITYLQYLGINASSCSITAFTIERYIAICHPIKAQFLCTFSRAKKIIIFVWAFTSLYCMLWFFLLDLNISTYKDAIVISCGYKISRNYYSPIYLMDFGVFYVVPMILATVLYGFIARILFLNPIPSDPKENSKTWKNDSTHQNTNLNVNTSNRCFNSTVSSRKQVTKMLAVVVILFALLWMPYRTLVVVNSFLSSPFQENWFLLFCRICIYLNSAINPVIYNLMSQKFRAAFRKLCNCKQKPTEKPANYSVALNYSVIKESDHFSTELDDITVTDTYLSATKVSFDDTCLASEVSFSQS
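Enhancer read-out: after compound pinning and an initial kinetic agonist-mode read, an EC20 of TRH (10 nM final) was injected and fluo-8 calcium signal (Ex 480/Em 530) followed at 1 s/cycle for 100 cycles in TRHR-expressing cells.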
D1 ag – human D1 receptor agonism. AID 504660. HEK293 T-REx D1 cells, calcium flux, agonist mode. activation, % at 2 µM. 360,000 tested, 1% active. P21728; further: 0% is about no effect
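Agonism was scored from calcium flux recorded over 180 s (1 read/s) after pintool compound addition, following a 10-cycle baseline. Cells were inducible force-coupled HEK293 TREx D1, plated overnight at 30 C and loaded with no-wash calcium dye.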
TRHR agonist – activates the human TRH receptor; P34981; TRHR cells, calcium flux fluo-8, FDSS agonist mode; activation, % at 2 µM; 360,000 tested, 0.18% active; AID 493084; further: 0% is about no effect
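TRHR-expressing cells, plated overnight in medium with 10% serum, were loaded with fluo-8 calcium dye at room temperature. After a 10 s baseline, library compound was pin-added and calcium release was recorded kinetically (ex 480/em 530) as agonist response.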
RXFP1 antag – antagonists of human relaxin receptor RXFP1; HEK293-RXFP1, relaxin-stimulated cAMP HTRF, 30 min; hits give low values; activity change, negative = inhibition, % at 57.5 µM; Q9HBX9; 350,000 tested, 0.59% active;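 active means activity change of -60% or lower, but not beyond a set lower limit; inconclusive means change between -60% and -40%, or beyond the set limit; inactive means change above -40%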; further: on the % scale 0 is the no-effect control and ±100 the full control effect
* marks the source's active call; other numbers are inactive results; ? = inconclusive; . = no result given. Unless noted, no stated cut-off is given here; in the data, active means activation above about 30%; inactive means the rest.

Molecule,D1 potentiator,D2 potentiator,D2 ag,D2 antag,D1 antagonist,TRHR enhancer,D1 ag,TRHR agonist,RXFP1 antag
COc1ccc(Nc2nnc(SCC(=O)c3cc(C)n(CC4CCCO4)c3C)s2)cc1 (stereo not drawn),8,-5,0.0,-12,21,10,-2,-0.2,-9
CN(C)c1ccc(C(=S)N2CCCCC2)cc1,-4,8,0.2,16,6,5,2,-0.2,10
CCC(c1nc2ccccc2c(=O)n1-c1nc2ccccc2s1)N1C(=O)c2ccccc2C1=O (stereo not drawn),-9,19,2.8,7,0,5,4,-0.3,-1
N#Cc1ccccc1NC(=O)C(=O)NCC(c1cccnc1)N1CCN(c2ccccc2)CC1 (stereo not drawn),-3,-15,0.3,.,-20,5,9,0.3,-11
COc1ccc(CCNC(=O)Cc2nn(C)c(=O)c3ccccc23)cc1OC,-1,-3,0.4,14,-7,-8,1,-0.2,-7
O=C1COCCOCCOCCOCC(=O)NCCN1,1,14,-0.4,-8,-3,-4,2,-0.1,-18
CCN(CC)c1ccc(-c2n[nH]c(=S)n2-c2ccccc2C)cc1,-4,-1,-0.7,-17,6,3,5,-0.2,?
O=c1[nH]c(C2CCCN(S(=O)(=O)c3ccccc3Cl)C2)nc2c1nnn2Cc1ccc2c(c1)OCCO2 (stereo not drawn),1,12,0.4,19,-12,-10,2,1.2,-2
CC(C)=CCC/C(C)=C/Cc1c(O)ccc(C(=O)/C=C/c2ccc(O)cc2)c1O,-6,9,0.7,7,11,-5,-2,0.3,.
O=C(NCCc1ccccc1)c1ccc2c(c1)OCCCO2,-5,-3,0.0,1,-4,-3,3,0.0,5
COc1ccccc1Oc1ccc(Oc2ccccc2OC)cc1,-6,11,-9.9,-5,-17,-12,8,0.4,-10
Cn1c(=O)c2c(Nc3ccc(F)cc3)cc(=O)n(-c3ccccc3)c2n(C)c1=O,1,-2,.,.,-17,-8,0,0.7,-9
COc1ccc(C2=NOC3(CC(=O)N(c4ccc(Cl)cc4)C3=O)C2)c(OC)c1 (stereo not drawn),-2,.,.,.,-20,9,0,0.2,4
COCCCn1c(=O)c2sccc2n2c(CCCC(=O)N3CCN(c4ccccn4)CC3)nnc12,-3,.,.,.,-6,0,1,-0.3,-14
O=C(COC(=O)Cc1ccc(Cl)cc1)Nc1ccccc1-c1ccccc1,1,-1,0.1,-2,8,0,16,1.1,-2
CCN(CCn1cccn1)C(=O)CC1C(=O)NCCN1Cc1ccc(F)c(F)c1 (stereo not drawn),-1,-1,0.4,-24,-4,16,0,1.1,-10
COc1cc(NC(=O)c2ccccc2)c(OC)cc1NC(C)=O,-9,10,0.1,11,-16,0,1,-0.1,-4
COc1ccc(OC)c(NC(=S)N2CCN(Cc3ccccc3)CC2)c1,-3,-10,-0.3,3,-1,-3,2,-0.2,5
CCOc1cc(-c2nc(C)c(C(C)=O)n2O)ccc1OCC(=O)Nc1ccc(F)cc1,-6,-1,-0.5,-13,-14,-7,1,-0.1,-4
CCOC(=O)c1ccc(NC(=O)C2CC(=O)N(c3ccc(C(C)C)cc3)C2)cc1 (stereo not drawn),-1,.,-0.1,.,2,-1,0,-0.8,5
COc1ccc(C(=O)C[n+]2ccc3c(c2)nc(-c2ccccc2)n3C)cc1,2,8,0.9,7,12,21,3,0.0,.
Cc1c(Cl)c([N+](=O)[O-])nn1CC(=O)Nc1ccc2c(c1)OCO2,-3,-7,0.4,-1,12,-4,1,-0.3,1
O=C(O)c1cccnc1Sc1ncnc2sc3c(c12)CCC3,-2,5,-0.4,34*,11,3,2,0.1,-9
CCOc1ccccc1N(CC(=O)O)S(=O)(=O)c1ccc(C)cc1,-2,0,0.3,4,-8,12,2,0.7,-1
O=C(NCc1ccc(Cl)cc1)C1CCCN1C(=O)Nc1ccccc1 (stereo not drawn),-5,20,1.6,-7,8,-8,1,-0.5,9
CCCNC(=O)C(Cc1ccc(I)cc1)NC(=O)C1CC1 (stereo not drawn),3,20,-0.1,0,.,-6,-1,-0.4,.
CC(=O)c1ccc2c(c1)N(C)c1ccccc1S2,-6,0,.,.,-10,-3,0,1.5,-5
Cc1ccc(C)c(NC(=O)/C(C#N)=C/c2ccc(C(C)C)cc2)c1,1,.,-0.3,.,16,3,2,1.5,.
CCC1=NC(c2ccccc2Cl)N(O)C1(C)C (stereo not drawn),-6,-7,0.9,-6,10,-7,3,0.4,0
Cc1ccc(C)c(C(C)NC(=S)NCc2ccc(F)cc2)c1 (stereo not drawn),0,14,0.7,16,7,12,93*,-0.2,-1
O=c1[nH]c2ccc(S(=O)(=O)N3CCCCC3)cc2s1,-4,9,.,.,-2,-1,3,0.4,-1
OCCCN1CCN(CCOc2ccccc2-c2ccccc2)CC1,-6,-28,-0.1,67*,-14,8,1,0.1,-3
COc1ccc(C(=O)N/N=C/c2cc3ccccc3[nH]c2=S)cc1,-1,-10,-0.2,-18,-17,-9,1,-0.8,5
O=C1CCCN1CCCNS(=O)(=O)c1ccc(Br)cc1,-7,-3,0.8,-2,-5,-1,1,0.0,-9
COc1cccc(NC(=O)CN(C)C(=O)c2ccc(-c3cccc(C(F)(F)F)c3)o2)c1,-3,-1,0.1,-4,0,9,6,-0.1,-21
CCC(=O)c1ccc(OCC(=O)OCC(=O)NC2CCCCCCC2)cc1,-4,15,-1.4,-20,-39*,-1,11,-0.5,-1
Cc1cc(NS(=O)(=O)c2ccccc2)c(C)c(Cl)c1O,-4,-3,0.3,0,-23,-6,44*,4.5,2
COC(=O)CCC(=O)N(C)CC1CCCN(CCc2cccc(C(F)(F)F)c2)C1 (stereo not drawn),7,-6,.,.,-7,-5,1,-0.8,0
Cc1cccc(COc2ccc(/C=N/NC(=O)c3nnn(-c4nonc4N)c3CN3CCCCC3)cc2)c1,-2,-3,0.6,-3,1,-1,2,0.6,5
COc1ccc(C(=O)Nc2ccnn2C2CCN(C3CCC3)CC2)cc1,-1,-1,1.4,-23,3,-3,3,0.3,4
CC(C)(C)c1ccc(CN2C(=O)CSC2=O)cc1,-4,5,-0.6,0,-17,-3,2,-0.3,8
O=C(CSc1ncc(-c2ccc(F)cc2)[nH]1)NCc1ccco1,-4,-3,0.3,5,-8,2,1,-0.8,-1
Cc1cccc(OCCC(=O)NCC(c2ccccc2)N(C)C)c1 (stereo not drawn),-2,-14,0.1,-17,4,-5,3,-0.1,8
Cc1ccc(C)c(N(CC(=O)N/N=C/c2ccc(-c3ccc([N+](=O)[O-])cc3)o2)S(=O)(=O)c2ccccc2)c1,-10,-8,2.9,11,3,-4,17,3.6,0
O=C(c1ccc(S(=O)(=O)c2ccc(Cl)cc2)cc1)N1CCOCC1,-4,-1,0.7,1,-10,6,3,1.1,3

Sorted by length of the SMILES (lowest first): some entries from above
Molecule,D1 potentiator,D2 potentiator,D2 ag,D2 antag,D1 antagonist,TRHR enhancer,D1 ag,TRHR agonist,RXFP1 antag
O=C1CCCN1CCCNS(=O)(=O)c1ccc(Br)cc1,-7,-3,0.8,-2,-5,-1,1,0.0,-9
O=C(CSc1ncc(-c2ccc(F)cc2)[nH]1)NCc1ccco1,-4,-3,0.3,5,-8,2,1,-0.8,-1
COc1ccc(C(=O)N/N=C/c2cc3ccccc3[nH]c2=S)cc1,-1,-10,-0.2,-18,-17,-9,1,-0.8,5
O=C(c1ccc(S(=O)(=O)c2ccc(Cl)cc2)cc1)N1CCOCC1,-4,-1,0.7,1,-10,6,3,1.1,3
COC(=O)CCC(=O)N(C)CC1CCCN(CCc2cccc(C(F)(F)F)c2)C1 (stereo not drawn),7,-6,.,.,-7,-5,1,-0.8,0

Going on with the list.
Molecule,D1 potentiator,D2 potentiator,D2 ag,D2 antag,D1 antagonist,TRHR enhancer,D1 ag,TRHR agonist,RXFP1 antag
CCOc1cc(NC(=O)c2ccco2)c(OCC)cc1NC(=O)CCc1ccccc1OC,2,6,0.0,-16,-3,-2,-3,-0.1,-9
CCOC(=O)N1CCN(c2cc(=O)n(Cc3ccc(F)cc3)c(=O)[nH]2)CC1,-2,2,0.5,0,-37*,2,1,0.6,-1
O=C(CN1C(=O)/C(=C/c2cccc(Br)c2)SC1=S)NCCCN1CCOCC1,-8,-13,1.1,-12,-2,5,7,0.4,-18
O=C(/C=C/c1ccco1)NC(=S)Nc1ccc(N2CCOCC2)c(Cl)c1,-3,6,-0.4,6,-1,7,2,0.3,-11
COc1ccc(NC(=O)Cn2cnc3sc(C)c(S(=O)(=O)N4CCOCC4)c3c2=O)c(OC)c1,0,-14,0.4,-11,-4,3,2,-0.6,-5
O=C(NCCN1CCc2ccccc2C1)C1CCN(S(=O)(=O)N2CCC3(CC2)OCCO3)CC1,-8,-8,19,24,-3,3,2,0.2,-6
Cc1ccc(/C=C/c2nnc(-c3cccs3)o2)cc1,0,-2,0.5,-14,-13,5,2,0.6,-14
O=C(CSc1nnc(CCc2ccccc2)n1-c1ccc(Cl)cc1)NCc1ccccc1,-3,6,-1.2,5,9,5,3,1.0,-6
CCOC(=O)C1=C(CN2CCSCC2)NC(=O)NC1c1ccc2c(c1)OCO2 (stereo not drawn),0,-2,-0.1,-2,37,-1,1,-0.7,-15
O=C(NCC1CCCN(Cc2cccc(OCCO)c2)C1)c1ccc(F)cc1 (stereo not drawn),-6,-12,-1.3,16,6,-6,3,0.1,7
CC(CCc1ccccc1)NC(=O)CN1CCN(c2ccccc2)CC1 (stereo not drawn),-1,-4,-0.9,-1,15,5,0,0.0,-1
COc1cc(NC(=O)c2oc3c(c2C)-c2nn(Cc4cccc(Cl)c4)cc2CC3)cc(OC)c1,-2,6,0.4,.,-31*,-1,0,-0.1,-9
Fc1cccc(/C=N/NC(=S)Nc2ccccc2Cl)c1,-3,8,0.5,4,3,-6,1,0.3,1
CC(CC(C)C(=O)N1CCOCCN(C(=O)C(C)CC(C)C(=O)O)CCOCC1)C(=O)O (stereo not drawn),-5,4,-0.9,-13,-2,-1,1,0.2,8
CCCC(c1nnnn1Cc1ccc(OC)cc1)N1CCN(C(=O)c2ccco2)CC1 (stereo not drawn),.,3,0.3,-4,6,12,8,-1.7,8
NC(=O)c1ccc(NS(=O)(=O)c2ccccc2F)cc1,-4,4,-2.6,-3,-14,0,3,0.2,-21
CCCCc1nc(SCC(=O)Nc2nnc(CCCC)s2)n[nH]1,-7,7,4.2,-4,.,1,2,-0.1,-9
Cc1cccc(/C(N)=N/OC(=O)CCCc2ccccc2)c1,-1,-9,0.8,-6,-9,0,5,0.5,-5
O=C(O[C@@H]1OC2COC(=O)c3cc(O)c(O)c(O)c3-c3c(cc(O)c(O)c3O)C(=O)O[C@@H]([C@H]1O)[C@@H]2O)c1cc(O)c(O)c(O)c1,-4,2,1.3,4,-3,2,-3,1.0,.

From PubChem BioAssay
